# Screening results from PubChem.
# TNAP inh noacc = inhibitors of human TNAP without phosphate acceptor. P05186. purified TNAP, CDP-star luminescence, 30 min. inhibition, % at 20 µM. 0.26% of 200,000 active;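 active = tissue-nonspecific alkaline phosphatase inhibition above about 50% at 20 µM in the single-dose screen, limit read from the data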;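 also: 0% = DMSO negative control and 100% = EDTA positive control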
# Target sequence (P05186 whole entry, looked up): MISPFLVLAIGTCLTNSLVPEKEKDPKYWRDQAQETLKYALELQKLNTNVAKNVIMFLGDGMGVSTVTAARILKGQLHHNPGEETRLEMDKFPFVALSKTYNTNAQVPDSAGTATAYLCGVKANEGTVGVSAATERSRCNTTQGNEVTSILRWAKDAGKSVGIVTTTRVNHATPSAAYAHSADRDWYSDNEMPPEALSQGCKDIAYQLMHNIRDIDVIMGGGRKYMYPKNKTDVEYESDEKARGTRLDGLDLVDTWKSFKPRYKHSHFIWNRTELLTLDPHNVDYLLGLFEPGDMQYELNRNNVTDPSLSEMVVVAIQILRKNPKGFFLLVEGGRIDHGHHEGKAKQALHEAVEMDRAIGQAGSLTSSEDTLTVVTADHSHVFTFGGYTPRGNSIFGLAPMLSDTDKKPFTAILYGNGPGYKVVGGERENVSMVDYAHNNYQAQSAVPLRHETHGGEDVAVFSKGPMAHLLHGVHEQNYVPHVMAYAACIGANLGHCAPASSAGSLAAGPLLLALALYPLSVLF
# PMI act hi M6P = increases human PMI activity with near-saturating mannose 6-phosphate; P34949; 0.34% of 190,000 active; coupled PMI enzyme assay, resazurin fluorescence, 20 min; stronger effect = higher value; 1 = untreated enzyme, 0 = substrate-free blank; activation factor at 20 µM;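 active = activation factor of 2 or more at 20 µM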
#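 Material: human phosphomannose isomerase with PGI, G6PDH, diaphorase coupling enzymes; amount: PMI at 15 ng/mL final; also added: Mannose-6-phosphate 1.0 mM (near-saturating) plus 0.22 mM NADP+; incubation: enzyme reaction with compound 20 min at room temperature; signal: resorufin fluorescence (Ex 544/Em 590 nm) from resazurin via diaphorase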
# Efa HMGR inh = inhibitors of class II HMG-CoA reductase from Enterococcus faecalis; purified E. faecalis HMGR, NADPH absorbance 340 nm kinetic; 0.41% of 190,000 active; AID 1066; inhibition, % at 10 µM;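 active = inhibition above a set limit, the median over all tested compounds plus 3 SD, cut at about 9.5% in these data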;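 also: enzyme runs in reverse so mevalonate oxidation gives rising NADPH absorbance; 0% = complete reaction with DMSO and 100% = background rate lacking mevalonate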
# G6PDH counter = inhibits Leuconostoc G6PDH, flagging false hits in G6PDH-based assays. Purified L. mesenteroides G6PDH, diaphorase/resazurin coupled fluorescence, 45 min. 0.12% of 200,000 active. inhibition, % at 5 µM; in the data active = inhibition above about 50%
# TNAP act hiacc = activators of human TNAP at high phosphate acceptor concentration; P05186; purified TNAP, CDP-star luminescence, 1 M DEA, 30 min; stronger effect = higher value; 0 = EDTA background, 1 = DMSO-only activity; activation factor at 20 µM; 200,000 tested, under 10 active; AID 1136;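 active = activation factor at least 2 at 20 µM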
#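 Assay system: human TNAP; Input: enzyme diluted 1/800 final; Reagent: CDP-star luminogenic substrate at 100 µM final; Timing: 30 min, room temperature; Signal: luminescence; Evaluation: TNAP activation factor scaled between EDTA and DMSO control wells.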
# TNAP inh hi DEA = blocks human TNAP under high phosphate acceptor concentration. purified TNAP, CDP-star luminescence, 1 M DEA. inhibition, % at 20 µM. 0.03% of 200,000 active;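 active = over 50% inhibition of tissue-nonspecific alkaline phosphatase at 20 µM in the single-dose screen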;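 also: plate controls were DMSO wells for no effect and EDTA-quenched wells as full inhibition for full effect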
# Diaph inh CS = counter-screen for diaphorase-based assays: diaphorase inhibitors and chemical oxidizers; diaphorase resazurin-to-resorufin fluorescence, NADH, 16 min; bacterial (C. kluyveri) enzyme, not human; inhibition, % at 20 µM; 0.69% of 190,000 active; AID 1217;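 active = primary screen inhibition at 20 µM above a set limit, cut at about 50% in these data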;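 also: plate controls were DMSO with full reaction for no effect and wells lacking NADH for full effect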
#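 Assay system: diaphorase enzyme from Clostridium kluyveri. Quantity: enzyme working solution with 0.14 U/mL diaphorase. Schedule: reaction incubation of 16 min at room temperature. Technique: resorufin fluorescence, excitation 544 nm, emission 590 nm. Controls: No-NADH positive control and DMSO neutral control.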
# FLuc stim CS = firefly luciferase counter-screen for stimulation assays; 200,000 tested, under 10 active; activation factor at 10 µM; ATPlite luciferase biochemical, luminescence, 10 min; 0 = ATP-free wells, 1 = DMSO control;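 active = luciferase activation factor, scaled between plate controls, of at least 2 with compound at 10 µM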
# Target sequence (P08659 whole entry, looked up): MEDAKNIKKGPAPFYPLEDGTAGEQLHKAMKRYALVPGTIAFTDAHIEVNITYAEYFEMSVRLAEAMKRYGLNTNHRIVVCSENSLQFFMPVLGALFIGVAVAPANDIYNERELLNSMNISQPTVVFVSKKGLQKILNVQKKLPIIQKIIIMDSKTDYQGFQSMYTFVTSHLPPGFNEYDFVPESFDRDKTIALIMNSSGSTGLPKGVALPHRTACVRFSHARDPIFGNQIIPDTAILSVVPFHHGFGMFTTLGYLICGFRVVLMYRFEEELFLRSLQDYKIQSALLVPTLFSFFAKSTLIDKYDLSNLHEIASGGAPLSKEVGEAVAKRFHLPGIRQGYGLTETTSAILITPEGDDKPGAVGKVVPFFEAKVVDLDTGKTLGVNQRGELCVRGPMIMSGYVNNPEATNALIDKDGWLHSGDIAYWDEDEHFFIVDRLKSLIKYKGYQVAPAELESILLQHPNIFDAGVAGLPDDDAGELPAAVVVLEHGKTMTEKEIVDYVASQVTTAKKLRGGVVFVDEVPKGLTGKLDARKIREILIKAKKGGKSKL
#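 System: Luciferase/luciferin detection reagent, cell-free biochemical luciferase assay | Medium: PBS buffer for ATP | Dosing: Test compounds dosed from 2 mM stocks in 100% DMSO | Timing: 10 min at ambient temperature | Signal: Luminescence measurement of luciferase light output | Evaluation: Luciferase activation, seen as luminescence increase over controls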
# Diaph act CS = diaphorase activation or chemical reduction counter-screen; Diaphorase/resazurin coupled assay, resorufin fluorescence, 16 min; stronger effect = higher value; 1 = vehicle wells, 0 = NADH-free wells; activation factor at 20 µM; AID 1229; 0.005% of 190,000 active;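 active = diaphorase activity raised at least twofold by the compound at 20 µM; inactive = activation factor below 2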
#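 Assay system: Purified diaphorase enzyme from Clostridium kluyveri | Amount: Enzyme 0.07 U/mL final | Dosing: Compound 20 µM once, DMSO 1% | Timing: 16 min reaction at room temperature | Detection: Fluorescence, excitation 544 nm and emission 590 nm | Evaluation: Higher resorufin formation from activation or reduction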
# PMI act = phosphomannose isomerase (human) activation; P34949; purified human PMI, coupled resazurin fluorescence, 20 min; stronger effect = higher value; 1 = vehicle control, 0 substrate-free wells; activation factor at 20 µM; 0.005% of 190,000 active; AID 1214;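 active = activation factor of 2 or more at 20 µM, relative to plate controls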
# An asterisk follows results filed as active; nt = not tested or not shown.
SMILES,TNAP inh noacc,PMI act hi M6P,Efa HMGR inh,G6PDH counter,TNAP act hiacc,TNAP inh hi DEA,Diaph inh CS,FLuc stim CS,Diaph act CS,PMI act
C=C1Cn2c(nnc2-c2ccc(Cl)cc2)S1,6,1,-1,-1,1,-4,3,1.1,1,1
Cc1cc(Cl)c(S(=O)(=O)N2CCN(c3ccccc3)CC2)cc1OCC(N)=O,-4,0.9,-2,1,1,0,9,1.1,0.9,1
CN(c1ccc(C(=O)NCc2ccco2)cc1)S(C)(=O)=O,-8,1.1,0,6,1,-4,-3,1,1,1.1
COc1ccc(NC(=O)CC(C(=O)O)N2CCCCC2)cc1 (stereo unspecified),-10,1,0,1,1,-4,2,1.1,1,1
C=CCn1cc(F)c(=O)n(CC=C)c1=O,-3,1,-3,-2,1,-3,5,1.1,1,1.1
CCOC(=O)/C=C/C(=O)Nc1nccs1,0,1,2,-1,0.9,5,1,1,1,0.9
CCCCN(CCCC)/C(N)=N/c1nc(C)cc(C)n1,0,1,-4,17,1,-3,6,1.1,0.9,1.1
COc1ccc(C(=O)NCC(c2cccnc2)N2CCN(c3ccc(F)cc3)CC2)cc1OC (stereo unspecified),-6,1,-1,4,1,3,6,1,0.9,1
CSCCC(NC(=O)c1ccccc1)c1nc(-c2ccccc2)no1 (stereo unspecified),-14,1,-4,3,1.1,-7,24,1,0.8,1
CCC(=O)NC(Nc1cc(C)cc(C)n1)(C(F)(F)F)C(F)(F)F,-2,1,-3,4,0.9,8,11,1,0.9,1
CN(C)C(=O)N1CCNCC1,-6,0.9,1,7,1,-3,15,1,0.9,0.9
O=C(Cn1ccccc1=O)c1cccs1,-9,0.9,-2,1,1.1,-6,1,1.1,1,1
O=C(CCCn1cnc([N+](=O)[O-])n1)Nc1cc(Cl)ccc1O,-3,0.9,5,8,1,0,9,1,0.9,1
Cc1oc2c(C)c3oc(=O)c4c(c3cc2c1C)CCC4,-5,1.1,0,-66,1.1,-7,-3,1,1,1
COc1ccc(CC(=O)OCC(=O)Nc2cc(S(=O)(=O)N3CCOCC3)ccc2N2CCCC2)cc1,-1,1.2,-6,2,1.1,-7,-5,1.1,1.1,1.4
Cc1ccc(CS(=O)(=O)c2ccccc2-c2nnc(-c3ccc(Cl)cc3)o2)cc1,-11,1,-7,-3,1.1,-6,14,1,0.9,1
Cc1[nH]c2ccccc2c1CCNC(=O)c1ccc2c(c1[N+](=O)[O-])C(=O)c1ccccc1C2=O,-1,0.5,-6,42,1,2,28,1,0.7,0.8
Cc1ccc(C)c(-c2nc3ccc(N)cc3[nH]2)c1,-12,0.9,0,-19,1,-3,9,1,0.9,0.9
CC[N+](CC)(CC#Cc1ccccc1)CC(=O)c1ccc(Cl)cc1,-7,1,0,16,1,1,11,1.1,0.9,1.1
CCOC(=O)Cc1csc(NS(=O)(=O)c2ccc(OC)cc2)n1,-9,1,3,4,1,-2,-5,1.1,1.1,1
CCOc1cc(C(=O)CSc2nnc(CNc3ccc(Cl)cc3)o2)ccc1NC(=O)CC,-5,1,-9,-3,1,-1,0,1,1,1
CC(C)Cc1nc2ccc(N)cc2[nH]1,-5,0.5,-1,16,1.1,-5,24,1.1,0.8,0.9
COC(=O)c1ccc(CSc2nnc(CNC(=O)c3cccs3)o2)o1,-5,0.9,3,0,1,-2,16,1,0.8,0.9
Cc1cccc(N(C(=O)c2ccc(Cl)cc2)C2CS(=O)(=O)CC2OC(=O)c2ccc(Cl)cc2)c1 (stereo unspecified),-7,1,-4,-5,1,-4,20,1,0.8,1
CC(=O)c1c(C)[nH]c(C(=O)OCC(=O)Nc2sc3c(c2C#N)CCCC3)c1C,24,1,-1,0,0.5,51*,21,1,0.8,0.9
COc1cc2cc(C#N)c(SCC(=O)N3CCOCC3)nc2cc1OC,-11,0.8,4,1,1,-3,18,1,0.8,1
Nc1nnc(SCC(=O)OCc2ccc(F)cc2)s1,-7,1,0,-14,1,1,5,1,0.9,0.9
Cc1cc(C)cc(C(=O)NC(=S)Nc2ccc(Cc3ccncc3)cc2)c1,-13,0.9,2,8,1,3,20,1.1,0.8,0.7
CCN1CN(CCc2ccccc2)CNC1=S,0,1,-2,-5,1,0,14,1.1,0.9,1
Cc1ccc(C)c2[nH]c(=O)c(C(c3nnnn3Cc3ccccc3)N3CCc4ccccc4C3)cc12 (stereo unspecified),0,1.6,-3,10,1,-1,35,1.1,0.7,1.2
Cn1c(C(C#N)C2=C(Cl)C(=O)N(c3ccccc3)C2=O)nc2ccccc21 (stereo unspecified),11,0.7,0,11,1,2,46,1,0.5,1.1
O=C(Oc1ccc(-c2cn3c(n2)SCC3)cc1)c1ccccc1,-4,1,1,-44,1,4,9,0.8,0.9,0.9
Cc1nnc(SCC(=O)N2CCOCC2)c2ccccc12,-10,1,0,1,1.1,-7,16,1.1,0.8,0.9
COC(=O)C1(C)Nc2ccccc2C(=O)N1c1ccccc1OC (stereo unspecified),-2,0.9,3,16,1,4,10,1,0.9,0.9
Cc1cc(C)n2nc(C(=O)OCC(=O)Nc3ccc4c(c3)OCO4)nc2n1,-11,0.9,3,3,1.1,-7,2,1,1,1
CN(C)c1nc(NCc2ccccc2)nc(SCC(=O)Nc2ccccc2)n1,-12,0.8,-3,15,1,-3,20,1,0.8,0.8
CCOP(=O)(OCC)c1nc(-c2cccc3ccccc23)oc1NCc1ccc(OC)cc1,-5,1,2,3,1,1,21,1,0.8,1
CCOC(=O)Cc1nnc(NC(=O)c2ccco2)s1,-10,0.9,1,6,1.1,-6,25,1,0.8,1
COc1ccc(NC(=O)c2cccc(OC(F)F)c2)cc1Cl,-9,1,-4,1,1,-4,12,0.9,0.9,0.9
O=C(c1ccc2c(c1)OCO2)N1CCCC(c2ccccc2)C1 (stereo unspecified),0,1,-3,6,1.1,-6,9,1.1,0.9,1

# Fetched one by one from above:
SMILES,TNAP inh noacc,PMI act hi M6P,Efa HMGR inh,G6PDH counter,TNAP act hiacc,TNAP inh hi DEA,Diaph inh CS,FLuc stim CS,Diaph act CS,PMI act
COc1cc2cc(C#N)c(SCC(=O)N3CCOCC3)nc2cc1OC,-11,0.8,4,1,1,-3,18,1,0.8,1
Cc1cc(C)cc(C(=O)NC(=S)Nc2ccc(Cc3ccncc3)cc2)c1,-13,0.9,2,8,1,3,20,1.1,0.8,0.7
CN(C)c1nc(NCc2ccccc2)nc(SCC(=O)Nc2ccccc2)n1,-12,0.8,-3,15,1,-3,20,1,0.8,0.8
Cc1nnc(SCC(=O)N2CCOCC2)c2ccccc12,-10,1,0,1,1.1,-7,16,1.1,0.8,0.9
O=C(Oc1ccc(-c2cn3c(n2)SCC3)cc1)c1ccccc1,-4,1,1,-44,1,4,9,0.8,0.9,0.9
CCOc1cc(C(=O)CSc2nnc(CNc3ccc(Cl)cc3)o2)ccc1NC(=O)CC,-5,1,-9,-3,1,-1,0,1,1,1
CCOC(=O)Cc1nnc(NC(=O)c2ccco2)s1,-10,0.9,1,6,1.1,-6,25,1,0.8,1

# (listing goes on)
SMILES,TNAP inh noacc,PMI act hi M6P,Efa HMGR inh,G6PDH counter,TNAP act hiacc,TNAP inh hi DEA,Diaph inh CS,FLuc stim CS,Diaph act CS,PMI act
O=C(c1ccc(C(F)(F)F)cc1)N1CCC(=O)N(C(COCc2ccccc2)Cc2ccccc2)CC1 (stereo unspecified),-5,1.1,-4,11,1,-2,4,1,1,1
CCCCC(CC)CNC(=O)CCS(=O)(=O)c1cccc2nonc12 (stereo unspecified),-3,0.9,0,1,1,0,21,1,0.8,0.8
CN(C)CCC(=O)N1c2ccccc2Sc2ccc(Cl)cc21,-8,1.1,-8,4,1.1,-7,-6,1.1,1.1,1
O=C1CCCN1CCCn1cnc2c([nH]c3ccc(F)cc32)c1=O,-5,0.9,-3,-3,1,-1,10,0.9,0.9,1
CC(=O)NC1(NC(C)=O)CCN(C)CC1,-13,1.1,8,4,1.1,-6,0,1.1,1,1
O=C(C1CC1)N1CCc2cc(Br)cc(S(=O)(=O)NCc3ccco3)c21,-3,0.9,4,6,1,0,19,1,0.8,0.8
COc1ccc(-c2oc3ncn4nc(Cc5ccccc5)nc4c3c2-c2ccc(OC)cc2)cc1,-12,0.9,-4,-2,1.1,-5,22,1,0.8,0.8
CCOC(=O)C1CCN(c2c(NCc3ccc(C(=O)NC4CCCC4)cc3)c(=O)c2=O)CC1,-11,0.9,4,12,1.1,-5,14,1,0.9,0.9
COc1cccc(C(=O)Nc2cc(C(=O)NCCc3ccccc3)ccc2Cl)c1,-8,0.9,-5,1,1,-3,8,1,0.9,0.9
O=C(CCCC(=O)OCC(Cl)=C(Cl)Cl)Nc1ccc(F)cc1,-17,1,-2,-6,1,4,8,1,0.9,0.9
C#Cc1ccc([C@H]2C=C(C(=O)N3CCOCC3)O[C@@H](OCC)[C@@H]2CCCO)cc1,-16,1,-3,4,1.1,-8,13,1.1,0.9,1
Cn1c(=O)c2c3c(sc2n2c(SCc4ccc5c(c4)OCO5)nnc12)COC(C)(C)C3,-9,1,nt,2,1,-4,10,1,0.9,1
CC1(C)CC(=O)C(/C=N/n2cnc3ccccc3c2=O)=C(O)C1,-13,1.1,-7,15,1,-4,0,1.1,1,1
CCOc1ccc2c(c1)C(N(CCN1CCOCC1)C(=O)Nc1ccccc1)CC(C)(C)O2 (stereo unspecified),-7,1.1,-1,3,1,1,3,1.1,1,1.1
CCOC(=O)Cc1csc(NC(=O)NC2(C(F)(F)F)Oc3cc(Cl)c(Cl)cc3O2)n1,31,0.5,3,51*,1,-2,47,1.1,0.5,0.4
C#CCOCCOCCOCCNc1nc(N2CCN(C(=O)Cn3cc(CCCN=C(N)N)nn3)CC2)nc(N2CCN(C(=O)[C@H](C(C)C)n3cc(CCO)nn3)CC2)n1,-16,1.1,-4,12,1.1,-6,11,1.1,0.9,1.2

# Profiles, looked up by structure.
# Listed for `CC(C)Cc1nc2ccc(N)cc2[nH]1` = TNAP inh noacc: -5; PMI act hi M6P: 0.5; Efa HMGR inh: -1; G6PDH counter: 16; TNAP act hiacc: 1.1; TNAP inh hi DEA: -5; Diaph inh CS: 24; FLuc stim CS: 1.1; Diaph act CS: 0.8; PMI act: 0.9
# Listed for `O=C1CCCN1CCCn1cnc2c([nH]c3ccc(F)cc32)c1=O` = TNAP inh noacc: -5; PMI act hi M6P: 0.9; Efa HMGR inh: -3; G6PDH counter: -3; TNAP act hiacc: 1; TNAP inh hi DEA: -1; Diaph inh CS: 10; FLuc stim CS: 0.9; Diaph act CS: 0.9; PMI act: 1
